NR3A LBD binder – NR3A (human) ligand-binding domain modulation; NR3A LBD differential scanning fluorimetry, Tm shift; 0% = protein alone, 100% = glycine-bound protein; Tm shift relative to glycine control, % at 25 µM; actives 2.5% (n = 340,000); AID 1259313;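 active means melting temperature shift of at least 10% of the positive control shift, at one fixed dose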
APJ agonist – agonists of human APJ apelin receptor; activation, % at 20 µM; AID 2520; P35414; CHO-K1 APJ PathHunter beta-arrestin, luminescence; 0% DMSO wells, 100% apelin; actives 0.11% (n = 330,000);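 active means activation more than six SD over the plate average, tested at 20 µM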;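 further: 0% = DMSO alone and 100% = apelin-13 at 10 nM; some results filed as inactive read as strong as hits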
Target sequence (P35414 whole entry, looked up): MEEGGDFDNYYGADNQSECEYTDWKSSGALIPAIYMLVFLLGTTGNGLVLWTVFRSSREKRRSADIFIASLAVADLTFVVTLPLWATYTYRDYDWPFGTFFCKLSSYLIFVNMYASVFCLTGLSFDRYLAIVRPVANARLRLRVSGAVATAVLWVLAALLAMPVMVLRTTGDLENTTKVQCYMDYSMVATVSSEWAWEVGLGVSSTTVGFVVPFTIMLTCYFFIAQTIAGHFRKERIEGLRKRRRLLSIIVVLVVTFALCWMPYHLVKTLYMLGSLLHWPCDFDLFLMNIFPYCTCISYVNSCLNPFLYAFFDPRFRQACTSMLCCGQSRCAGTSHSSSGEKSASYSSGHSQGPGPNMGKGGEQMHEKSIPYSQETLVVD
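Material: engineered CHO-K1 APJ arrestin reporter cells; amount: 1000 CHO-K1 reporter cells seeded per well; incubation: compound stimulation 90 min at 25 °C, detection 60 min; signal: luminescent beta-gal fragment complementation, chemiluminescent substrate; read-out basis: APJ agonist activity; controls: DMSO-only wells as negative, 10 nM Apelin-13 as positive control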
MIN6 prolif – inducers of beta-cell replication in MIN6 cells. MIN6 cells proliferation, ATPlite luminescence, 48 h; cells starved in 0.2% serum; 100% = growth in 10% serum. proliferation, % at 10 µM. actives 0.29% (n = 330,000). AID 2380;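 active means compounds whose signal lies at least 3.5 SD above the mean of all wells on their plate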;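 further: 0% = DMSO-treated cells in low-serum medium and 100% = 10% serum control; some compounds called inactive have numbers as strong as hits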
NALP3 yeast inh – blocks the NALP3 inflammasome reconstituted in yeast. Yeast reconstituted NLRP3/ASC/caspase-1, beta-gal luminescence, 24 h. inhibition, % at 10 µM. actives 0.39% (n = 330,000);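 active means inhibition of 50% or more; inactive means inhibition below 50%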;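 further: plate controls were induced DMSO wells for no effect and uninduced yeast grown without galactose for full effect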
TIM10 inh – TIM10 yeast growth inhibition; S. cerevisiae TIM10 strain growth, BacTiter-Glo luminescence, 24 h; inhibition, % at 10 µM; actives 1.4% (n = 330,000);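 active means inhibition of 40% or more at the single tested concentration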;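 further: wild-type TIM10 isogenic control strain grown at permissive 25 °C; 0% = DMSO yeast wells and 100% = minimal medium wells without yeast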
APJ antag – antagonists of human APJ apelin receptor; P35414; CHO-K1 APJ beta-arrestin complementation, luminescence; inhibition, % at 20 µM; actives 0.32% (n = 330,000); AID 2521;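 active means inhibition above about 40% at 20 µM, limit read from the data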;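 further: cells challenged with 10 nM apelin-13 agonist together with compound; plate controls were apelin-13 plus DMSO wells for no effect and DMSO wells lacking apelin-13 for full effect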
MPTP block – blocks calcium-induced mitochondrial swelling; inhibition, % at 10 µM; actives 1.4% (n = 360,000); isolated mouse mitochondria, Ca2+ swelling absorbance, 30 min; AID 602449;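 active means inhibition of 50% or more, scaled per plate between neutral and stimulator controls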;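 further: 0% = DMSO wells given calcium and 100% = 1 mM EGTA wells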
tim10-1 inh – tim10-1 yeast growth inhibition. S. cerevisiae tim10-1 ts strain growth, BacTiter-Glo, 24 h. inhibition, % at 20 µM. actives 2.2% (n = 330,000);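 active means inhibition of at least 40%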;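 further: mutant grown at 25 °C; 0% = DMSO wells with yeast and 100% = wells holding no yeast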
tim23-1 inh – tim23-1 yeast growth inhibition; inhibition, % at 20 µM; actives 1.3% (n = 330,000); S. cerevisiae tim23-1 growth, BacTiter-Glo luminescence, 24 h;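 active means growth inhibition of the mutant yeast at or above 50%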;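 further: temperature-sensitive mutant grown at 25 °C; plate controls were DMSO-treated mutant yeast for no effect and medium wells lacking yeast for full effect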
Active calls of the source: *; x = not tested or not shown.

SMILES	NR3A LBD binder	APJ agonist	MIN6 prolif	NALP3 yeast inh	TIM10 inh	APJ antag	MPTP block	tim10-1 inh	tim23-1 inh
CCOc1ccc(S(=O)(=O)N2CCCCC2)cc1NC(=O)CN1C(=O)NC(CC)(c2ccccc2)C1=O (stereo not drawn)	-1	1	-1	4	-1	9	-0.8	10	12
O=C(NNc1ncnc2sccc12)c1ccc(Cl)cc1	1	0	2	7	12	25	32	5	1
Cn1c(SCC(=O)c2ccc(O)cc2O)nnc1-c1ccccc1	0	-3	2	-3	16	27	-0.4	-9	-4
Cc1c(CC(=O)O)c(=O)oc2cc3oc4c(c3cc12)CCCC4	-2	-7	2	11	-4	-4	0.2	4	9
COc1ccc(NC(=O)CCC(=O)Nc2nnc(C(F)(F)F)s2)c(OC)c1	0	-1	-2	-16	5	0	0.2	13	20
CCCC(=O)Nc1nnc(SCC(=O)N2C(C)CCCC2C)s1 (stereo not drawn)	-2	-2	-2	12	-1	-8	-0.3	6	11
NC(=O)C1=C[C@H](c2ccc(C(F)(F)F)cc2)C[C@H](OCc2ccc(CO)cc2)O1	-3	-4	0	10	8	-54	-1.6	12	10
Cc1ccc(-c2nc3sc4c(c3c(=O)n2N)CCCC4)cc1	-3	-1	0	1	12	-28	-1.8	24	39
C=CCn1c(SCC(=O)/C(C#N)=C(\C)N)nc2sc(C)c(C)c2c1=O	-5	19	6	25	3	-15	-0.1	7	15
Cc1occc1-c1n[nH]c(=S)n1CC(C)C	2	-3	0	-9	18	-11	0.6	28	17
COc1ccc(CC(=O)O/N=C(\N)c2ccc(Br)cc2)cc1OC	2	3	-3	10	11	-22	3.2	16	19
COCCn1c(C)cc(C(=O)COC(=O)c2c(C)nn(Cc3ccccc3)c2C)c1C	-1	1	0	-3	41*	-10	5.2	31	36
O=C(Nc1nc(-c2cccnc2)cs1)c1cccc([N+](=O)[O-])c1	-3	1	0	-13	8	1	-1.1	10	-13
O=C1CC(c2ccccc2)n2nc(NC(=O)c3cccs3)nc2N1 (stereo not drawn)	1	4	4	8	-12	1	-0.6	8	14
CC(C)CN(C(=O)CN(C)CC(=O)Nc1ccc(Cl)c(C(F)(F)F)c1)c1c(N)n(CC(C)C)c(=O)[nH]c1=O	-14	-2	-4	16	8	12	-1.1	3	1
O=C(CSc1nnc(-c2cccc(Br)c2)o1)N1CCNC1=O	1	-1	0	7	-5	-12	-1.1	-2	2
CCOc1cc(/C=N/NC(=O)C(=O)NCc2cccnc2)ccc1O	0	-6	-1	-19	17	-2	-0.9	11	4
COc1ccc(N2C(=O)C(Cl)=C(Nc3ccccc3O)C2=O)cc1	-7	-4	-1	46	3	23	0.8	0	4
O=C(c1cc(-c2ccc(Cl)s2)nc2ccccc12)N1CCCC1	-1	8	2	11	2	-9	-0.6	13	26
CCOC(=O)C1=C(C)c2ccccc2OC1(CC)C(=O)OCC (stereo not drawn)	0	x	x	x	13	x	-0.9	25	40

2 compounds drawn at random from the list so far, as already listed:
SMILES	NR3A LBD binder	APJ agonist	MIN6 prolif	NALP3 yeast inh	TIM10 inh	APJ antag	MPTP block	tim10-1 inh	tim23-1 inh
Cn1c(SCC(=O)c2ccc(O)cc2O)nnc1-c1ccccc1	0	-3	2	-3	16	27	-0.4	-9	-4
CCCC(=O)Nc1nnc(SCC(=O)N2C(C)CCCC2C)s1 (stereo not drawn)	-2	-2	-2	12	-1	-8	-0.3	6	11

Following part:
SMILES	NR3A LBD binder	APJ agonist	MIN6 prolif	NALP3 yeast inh	TIM10 inh	APJ antag	MPTP block	tim10-1 inh	tim23-1 inh
Nc1nc(CN2CCN(Cc3ccccc3)CC2)nc(Nc2ccc3c(c2)OCCO3)n1	-1	-2	-4	10	0	-2	-2.4	7	-8
O=C(c1ccc(Cl)s1)N1CCCC1	4	-6	0	9	-25	20	0.9	-7	0
O=c1c(Cl)c(NS(=O)(=O)c2ccccc2)cnn1-c1ccccc1	0	-2	0	-11	7	16	1.3	3	3
O=C1C2C(c3ccccc3)=NN(c3ccccc3)C2C(=O)N1c1ccccc1 (stereo not drawn)	-2	2	0	4	59*	0	1.1	59*	48
O=C(Nc1ccc(Cl)c(Cl)c1)C1CC(=O)N(c2ccc(Br)cc2)C1 (stereo not drawn)	28*	-3	-4	19	29	21	63*	26	46
C=CCN(C(=O)CC(NC(C)=O)c1ccccc1)c1nc(-c2ccc(S(C)(=O)=O)cc2)cs1 (stereo not drawn)	-2	-1	0	5	14	1	2.6	-15	5
Cc1cc(C=NCCO)c(C)n1-c1cc(Cl)ccc1Cl	-1	-1	1	-15	-5	32	0.7	33	6
COCCNC(=O)c1ccc(-n2c(SCc3cccnc3)nc3ccccc3c2=O)cc1	-1	-1	-1	10	14	27	0.0	27	35
COC(=O)C1C(=O)/C(=C(/C)N2CCCC2)C(=O)CC1(C)C (stereo not drawn)	1	-2	-3	-2	-9	11	0.9	9	-5
O=C(Cn1c(SCC(=O)N2CCc3ccccc32)nc2ccccc21)NC1CCCC1	-8	-2	-2	-9	-10	2	-7.1	1	-3
CCOc1ccc(NC(=O)C2C3CCC4C(CCC32)C4(Cl)Cl)cc1 (stereo not drawn)	-1	-2	2	8	6	6	0.5	2	-6
CC(C)c1ccc(OCC(O)Cn2cnc3ccccc32)cc1 (stereo not drawn)	0	-3	-1	16	13	-7	4.0	19	2
C/C(=N\NC(=O)c1ccccc1O)c1ccc(NC(=O)c2ccccc2)cc1	11*	-6	2	29	-8	0	-0.9	-14	-15
CCn1c(C)nc2cc(C(N)=O)ccc21	-5	-1	-5	10	10	11	0.4	1	14
CC(C)NC(=O)c1onc(CSc2cccc(Cl)c2)c1C(=O)O	-1	10	-3	14	-8	7	-0.6	9	-9
CN1CCc2c(sc3c2C(=O)NC(c2ccc(-c4ccc(Cl)cc4)o2)N3)C1 (stereo not drawn)	2	4	-4	21	18	10	2.4	20	27
COc1ccc(Nc2nc3ccccc3n3nnnc23)cc1	0	-3	6	7	2	5	1.1	18	1
O=C(CSc1nnc(-c2ccco2)n1Cc1ccccc1)NC(=O)NCc1ccccc1	0	-3	-1	2	-16	-7	-3.8	23	-23
O=C(NC1CCCCCC1)c1ccccc1-c1ccccc1	0	2	1	-2	12	1	-1.8	27	22
CCOc1ccc(C)cc1S(=O)(=O)n1nc(C)cc1C	0	-1	-2	10	3	5	1.8	8	13

Structures listed so far shown as hits in MPTP block.
structure	NR3A LBD binder	NALP3 yeast inh	APJ antag	MPTP block
O=C(Nc1ccc(Cl)c(Cl)c1)C1CC(=O)N(c2ccc(Br)cc2)C1 (stereo not drawn)	28*	19	21	63*

The listing picks up, starting two compounds before the break.
SMILES	NR3A LBD binder	APJ agonist	MIN6 prolif	NALP3 yeast inh	TIM10 inh	APJ antag	MPTP block	tim10-1 inh	tim23-1 inh
O=C(NC1CCCCCC1)c1ccccc1-c1ccccc1	0	2	1	-2	12	1	-1.8	27	22
CCOc1ccc(C)cc1S(=O)(=O)n1nc(C)cc1C	0	-1	-2	10	3	5	1.8	8	13
Cc1c(-n2c(SCC(=O)C(C)(C)C)nc3ccccc3c2=O)c(=O)n(-c2ccccc2)n1C	-4	-4	1	-1	-10	0	-0.3	11	10
CCCc1cc(=O)[nH]c(SCC(=O)N2CCC(C(=O)OCC)CC2)n1	1	0	-2	11	-13	-1	-1.5	11	-2
O=C(c1ccccc1)N1N=C(C(F)(F)F)CC1(O)c1ccccc1 (stereo not drawn)	0	5	1	24	-22	4	0.3	-3	33
COc1cc(C2c3[nH]c4ccccc4c3C[C@H]3C(=O)N(C4CC4)CC(=O)N23)ccc1OC(C)C (stereo partly drawn)	-1	-1	-2	6	-4	6	1.3	8	1
O=C(CN1CCN(S(=O)(=O)c2ccc(F)cc2)CC1)NC1CC1	2	-2	1	1	1	3	1.6	5	-18
Cc1cc(C)c2nc(NC(=O)[C@@H](NC(=O)c3cccc(S(=O)(=O)N4CCOCC4)c3)C(C)C)sc2c1	34*	-5	-2	0	13	-4	4.7	2	9
CCN1CCN(CC(=O)N2CCCC(C(=O)c3ccc(Oc4ccccc4)cc3)C2)CC1 (stereo not drawn)	-1	-2	-4	15	-14	-6	0.0	-15	8
CCCC1=NN2C(=N)/C(=C\c3cc(C)n(-c4cccc(C)c4)c3C)C(=O)N=C2S1	-16	-1	-2	14	12	8	52*	-1	1
CCOc1ccccc1NC(C)C(=O)NC(=O)NC1CCCCC1 (stereo not drawn)	0	0	-3	11	14	-4	-1.4	18	30
CCCCC/C(=N\NC(=O)CCC(=O)NCc1ccccc1)c1ccccc1	1	-4	-3	1	8	5	-0.4	2	13
CC1CCN(C(=O)COC(=O)COc2ccccc2C#N)CC1	1	-3	-8	2	8	0	0.6	4	9
C#CCOCCOCCOCCNc1nc(N2CCN(C(=O)CCCCCCCCCCNC(=O)[C@@H](CCC(=O)O)n3cc(CCCCCN)nn3)CC2)nc(N2CCN(C(=O)CCCCCCCCCCNC(=O)[C@H](CO)n3cc(CCCSC)nn3)CC2)n1	-6	-5	-8	23	1	2	-2.5	23	28
c1ccc(Nc2nc(N3CCCC3)nc(N3CCCC3)n2)cc1	4	-5	-3	29	7	27	6.5	11	37
CCC(=O)n1nc(-c2ccccc2)nc1N	-1	-5	-3	15	5	-20	-4.4	6	-1
Cc1ccc(C(=O)CCC(=O)OCC(=O)N(CC(C)C)c2c(N)n(Cc3ccccc3)c(=O)[nH]c2=O)cc1	2	-2	-3	-1	1	24	1.2	-1	12
O=C(O)CCCNC(=O)/C(=C\c1ccc(Cl)cc1)NC(=O)c1ccc(Br)cc1	0	-1	-2	14	-18	-4	-1.8	-6	5
COc1ccc(C(=O)/C=C(\N)C(F)(F)F)c(O)c1	-1	-3	0	14	-11	-2	-0.4	-3	-10
CCOc1ccc(N2C(=O)CC(Sc3ccccc3C(=O)O)C2=O)c([N+](=O)[O-])c1 (stereo not drawn)	-2	-1	3	5	32	-4	0.6	33	25
CN(C)S(=O)(=O)n1cc(/C=C(\NC(=O)c2ccccc2)C(=O)N2CCOCC2)c2ccccc21	-3	-5	-6	18	-5	1	-1.8	10	0
Clc1cc2cccnc2c2ncccc12	-4	-6	-6	21	14	4	-1.7	9	65*
CC(=O)c1ccc(NC(=O)CNCc2cccs2)cc1	-1	-4	-4	11	-15	19	0.2	8	-6
COC(=O)C1=C(C)N(Cc2ccco2)C(=O)N[C@H]1c1ccccc1	x	-3	0	15	-2	-53	x	4	20
CS(=O)(=O)N1N=C(c2ccco2)CC1c1ccc(Cl)cc1Cl (stereo not drawn)	0	-2	-4	26	19	-11	-1.4	22	12
Cc1ccc(CNC(=O)C(=O)NCC(c2ccco2)N2CCOCC2)cc1 (stereo not drawn)	-3	-1	0	15	-9	6	0.3	-5	2
C/C(=N\Nc1ccc(Cl)c(C(=O)O)c1)c1cccc2ccccc12	2	3	0	-7	-2	-16	2.9	2	16
C[N+](C)(C)CCN(Cc1ccc(Cl)cc1)c1ccccn1	-1	-1	0	3	-10	-3	-0.8	8	6
O=C(NNC(=O)c1sccc1-n1cccc1)c1ccc(F)cc1	-1	-2	-3	9	14	-11	-2.2	12	16
COc1cc2c(cc1NC(=S)NC(=O)c1c(OC)cccc1OC)oc1ccccc12	1	-2	-4	23	18	-10	1.2	12	5
C[n+]1ccccc1N1CCN(c2ccccc2Cl)CC1	2	0	-2	17	6	8	-9.0	13	3
O=C(C1=C(O)/C(=C/c2ccc(O)cc2)CCC1)C(F)(F)F	12*	3	-4	12	17	10	5.0	50*	52*
CC(C)COC(=O)N1C[C@H](O)C[C@H]1C(=O)Nc1ccc(Cl)cc1	-1	-3	4	-2	-11	1	0.8	6	-4
Cc1ccc(C)c(NS(=O)(=O)c2cc(C(=O)Nc3cccc(N(C)S(C)(=O)=O)c3)ccc2C)c1	3	-3	-5	24	13	-6	1.6	5	17

Screening results (PubChem)
